Assay outcomes from PubChem BioAssay.
HP1b chromo inh: HP1-beta chromodomain-methylated histone interaction inhibition; P83916; AlphaScreen HP1-beta / biotin-H3K9me3 peptide binding; Potency, µM (series often up to 114 µM), for the others: at the highest dose activity change, negative = inhibition, hits mostly inhibitors; hit rate 0.56% among 390,000; AID 540317; note: potency is the fitted concentration of half-maximal effect; nearly all actives have a fitted effect of over 70% in size; inactives centre near 23
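HP1-beta protein (50 nM final) preincubated 30 min at room temperature with biotinylated H3(1-18)K9me3 peptide (50 nM) in PBS pH 7.4, 0.01% Tween-20, then compound added for 30 min. AlphaScreen streptavidin donor/nickel chelate acceptor beads (10 ug/mL final), 30 min dark, luminescence read.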
PI4K2A inh: inhibitors of human PI4K2A | Q9BTU6 | purified PI4K2A, ADP-Glo luminescence, 1 h; stronger effect = lower value | hit rate 0.13% among 420,000 | activity change, negative = inhibition, % at 76.9 µM; in the data active = activity change below about -50%; inconclusive = mostly about -30% to -49%;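 note: -100% = wells without enzyme as full effect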
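PI4K2A activity was measured by ADP-Glo luminescence: enzyme (4 ug/mL stock) and phosphatidylinositol (1.2 mM stock) in Tris pH 7.5/MgCl2/EGTA/Triton X-100 buffer were reacted with ATP (300 microM stock) for one hour at ambient temperature.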
12-LOX inh: inhibitors of human 12S-lipoxygenase ALOX12. hit rate 1.1% among 580,000. Potency, µM (series often up to 108 µM), without a hit: at the highest dose activity change, negative = inhibition, hits mostly inhibitors. purified 12hLO, xylenol orange hydroperoxide absorbance. AID 1671190. P18054; note: potency is the fitted concentration of half-maximal effect; % is set by controls: 0 for no effect and ±100 for the full control effect
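Hydroperoxide product was detected by ferrous iron/xylenol orange as the 573 to 405 nm absorbance ratio. Arachidonic acid at 40 uM (final) was turned over for 30 min at room temperature by 150 nM human 12hLO, pH 7.0 Hepes buffer, after 15 min compound preincubation.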
RGS4 inhibitor: inhibitors of human regulator of G protein signaling 4 | Transcreener GDP fluorescence polarization, RGS4-accelerated GTP hydrolysis | Potency, µM (titrated, usually from 114 µM), without a hit: at the highest dose activity change, negative = inhibition, usual class: inhibitors | hit rate 0.039% among 390,000 | AID 504845; note: potency is the fitted concentration of half-maximal effect; % is set by controls: 0 for no effect and ±100 for the full control effect; nearly all actives have a fitted effect of over 75% in size; some results filed as inactive show a strong effect at the top dose
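MLSMR compounds (23 nl, pin-transferred) preincubated 10 min at room temperature with a 500nM (2x) first reagent, then RGS4 at 900nM (2x) plus Transcreener GDP mix added; fluorescence polarization (620/688 nm) read before and after 90 min at 30 °C.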
JMJD2A Tudor inh: JMJD2A Tudor domain (human) inhibition. O75164. AlphaScreen JMJD2A-Tudor / H3K4me3 peptide binding. Potency, µM (titrated, usually from 114 µM), without a hit: at the highest dose activity change, negative = inhibition, most hits filed as inhibitors. hit rate 4.4% among 390,000. AID 504339; note: potency is the fitted concentration of half-maximal effect; % is set by controls: 0 for no effect and ±100 for the full control effect; nearly all actives have a fitted effect of over 50% in size
BAZ2B inh: blocks human BAZ2B. Q9UIF8. AlphaScreen BAZ2B-H3K14Ac peptide displacement. Potency, µM (titrated, usually from 114 µM), for the others: at the highest dose activity change, negative = inhibition, actives largely listed as inhibitors. hit rate 4.4% among 360,000; note: potency is the fitted concentration of half-maximal effect; % is set by controls: 0 for no effect and ±100 for the full control effect; nearly all actives have a fitted effect of over 60% in size
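BAZ2B (50 nM) with biotin-H3(5-23)K14Ac peptide (50 nM) in PBS pH 7.4, 0.01% Tween-20, preformed 30 min, then compound 30 min at room temperature; top concentration 110uM. AlphaScreen streptavidin donor/nickel chelate acceptor beads (10 ug/mL final), 20 min dark, signal read.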
GLS inhibitor: blocks human kidney-isoform glutaminase activity; O94925; GLS enzymatic activity, qHTS titration; Potency, µM (doses to about 45.5 µM), inactives show top-dose activity change, negative = inhibition, most hits filed as inhibitors; hit rate 0.21% among 410,000; AID 624170; note: potency is the fitted concentration of half-maximal effect; % is set by controls: 0 for no effect and ±100 for the full control effect
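Enzyme dispensed in phosphate buffer (45 mM, pH 8.2, 0.02% Tween-20), compounds pinned in, then 1 mM L-glutamine solution and the glutamate oxidase–HRP–Amplex Red mix added; fluorescence read immediately and again after 30 min at room temperature.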
ERG-DNA inh: inhibitors of human ERG Ets domain-DNA interaction | P11308 | fluorescence polarization, His-ERG Ets domain / labelled DNA | Potency, µM (highest dose often 76.9 µM), for the others: top-dose FP activity, negative = inhibition, most hits filed as inhibitors | hit rate 0.028% among 370,000 | AID 624246; active = well fitted inhibition curve with a large enough effect in the polarisation, with a control signal flat; inconclusive = small, poorly fitted or top-dose-only effect, or effect the other way, or a change in a side signal; inactive = no such curve, though single readings can be large or run the other way; the % refers to the polarisation;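 note: polarization taken with two DNA probes labelled with fluorescein and Texas red; potency is the fitted concentration of half-maximal effect; % of control where 0% means no effect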
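His-tagged ERG Ets domain (1 uM in the protein solution; 300mM KCl, 50mM Tris-HCl, 1mM EDTA, 1mM DTT, pH 7.5) received compound, then a probe mix of 5 nM fluorescein-DNA and 100nM Texas-615-DNA. Fluorescence polarization was read for both dyes.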
G9a block: inhibitors of human histone lysine methyltransferase G9a | Q96KQ7 | G9a H3K9 monomethylation, AlphaScreen, 2 h | Potency, µM (highest dose often 102 µM), for inactives: at the top dose activity, negative = inhibition, usual class: inhibitors | hit rate 8.8% among 350,000 | AID 504332; note: potency is the fitted concentration of half-maximal effect; % is set by controls: 0 for no effect and ±100 for the full control effect; nearly all actives have a fitted effect of over 75% in size
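G9a (20 nM) preincubated 15 min RT with compounds, then 500 nM biotinylated H3K9 peptide and 20 uM SAM added; 2 h RT reaction. Monomethyl-H3K9 product detected by AlphaScreen with anti-H3K9me1 antibody, streptavidin donor and anti-rabbit IgG acceptor beads.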
* = called active by the depositor; u = inconclusive; x = not tested or not shown; [ ] = remark or other dose. Unless noted, calls come from the whole dose curve; as a rule, active = well fitted curve in the direction sought with a large enough effect; inconclusive = small, poorly fitted or top-dose-only effect, or another doubt; inactive = no such curve, though single readings can be large; an effect the other way counts as inactive or inconclusive. An excerpt (hit frequency here may not be typical).

SMILES	HP1b chromo inh	PI4K2A inh	12-LOX inh	RGS4 inhibitor	JMJD2A Tudor inh	BAZ2B inh	GLS inhibitor	ERG-DNA inh	G9a block
C=CCn1c(CNS(=O)(=O)c2ccc(Cl)cc2)n[nH]c1=S	28.2%	-2.2	u	8.5%	28.2µM*	-12.8%	5.2%	3.3%	31.6µM*
c1nc(N2CCOCC2)c2[nH]cnc2n1	45.7%[activator]	-12.2	13.3%	-4.2%	6.2%	x	-9.8%	-19.8%	x
COc1ccccc1-c1nc2c(c(SCC(=O)Nc3c(C)cc(C)cc3C)n1)Cc1c(CO)cnc(C)c1O2	-4.4%	0.3	-13.3%	6.9%	-13.6%	-11.0%	-12.0%	2.3%	-5.1%[59 µM]
CCc1noc(C)c1C(=O)Nc1cc(S(=O)(=O)N(CC)CC)ccc1N1CCOCC1	19.1%	1.5	-4.2%	-8.1%	-25.5%	-0.8%	4.5%	0.0%	-25.6%
O=C(c1ccc2c(c1)N(Cc1cccc(F)c1)C(=O)c1ccccc1S2)N1CCOCC1	17.0%	-0.5	u	-7.9%	-25.0%	-23.8%	1.2%	1.9%	-6.2%[59 µM]
Cc1ccc(S(=O)(=O)NCC(C)NS(=O)(=O)c2ccccc2[N+](=O)[O-])cc1 (stereo unspecified)	28.2%	-7.6	13.1%	3.3%	-11.6%	-5.0%	-1.3%	-1.9%	14.7%
O=C(C1CCN(S(=O)(=O)c2cccc3nonc23)CC1)N1CCN(c2ccccc2)CC1	14.0%	3.7	-20.7%	-24.5%	-24.9%	-24.7%	37.0%[activator]	12.8%	-28.6%[59 µM]
C=CCN1CCN(C(=O)c2cc3c(s2)CCC(CC)C3)CC1 (stereo unspecified)	7.5%	5.7	0.7%	16.1%	-19.7%	-20.0%	-2.6%	-1.2%	16.7%
COc1nc(-c2ccccc2)c2c(c1C#N)CC(C)(C)OC2	61.3%[activator]	-7.5	8.3%	10.9%	18.4%	13.8%	12.8%	6.4%	26.2%
O=C(Cc1ncc(C(F)(F)F)cc1Cl)NCCc1ccccn1	-2.1%	-4.2	2.1%	4.6%	-5.8%	u	0.0%	1.5%	-1.6%
CCN(CC(=O)Nc1ccc2c(c1)OCCO2)S(=O)(=O)c1ccc(F)cc1	0.9%	0.7	u	1.6%	-21.4%	-1.1%	14.2%	16.7%	12.4%
CCOC(=O)C1CCCN(C(=O)CCNC(=O)Cn2ccc3ccccc3c2=O)C1 (stereo unspecified)	3.3%	0.2	-0.8%	2.2%	-2.1%	3.3%	-1.7%	-7.2%	7.8%
Cc1ccc(-c2nn3c(C)nnc3c3ccccc23)cc1S(=O)(=O)NCCN1CCOCC1	25.3%	-0.9	0.8%	-9.3%	-7.0%	-7.9%	-8.3%	-3.5%	16.2%[0.0925 µM]
O=C(CSc1nnc(NC(=O)C2CC2)s1)Nc1ccc2c(c1)OCCO2	32.7%	3.3	0.6%	-3.1%	-9.1%	1.5%	-19.8%	5.4%	2.0%
CN1C(=S)SC(N(O)C(=O)Nc2cccc3ccccc23)C1(C)C (stereo unspecified)	-6.8%	-12.0	u	u	-23.8%	-4.2%	8.6%	1.5%	44.7µM*
CSc1nc2nc(C)c(C/C=C/c3ccccc3)c(=O)n2[nH]1	44.2%[activator]	3.8	-11.8%	-20.7%	8.2%	-16.5%	-12.0%	9.4%	-45.4%
CC(C)CCC(C)NC(=O)C1CCN(S(=O)(=O)/C=C/c2ccccc2)CC1 (stereo unspecified)	4.1%	2.7	1.4%	28.4%	-13.7%	-16.0%	0.3%	1.6%	13.0%
CCOc1ccc(NC(C)C(=O)N/N=C/c2cccs2)cc1 (stereo unspecified)	-0.3%	0.0	-2.7%	1.1%	-35.6%	u	5.6%	-11.0%	44.7µM*
O=C(NCc1ccccn1)[C@H]1C[C@@H]1[C@H](NP(=O)(c1ccccc1)c1ccccc1)c1ccccc1	40.1%[activator]	-0.2	1.9%	16.1%	-11.4%	-4.0%	-1.7%	11.0%	-14.7%
CC(C)n1nc(C(=O)NNC(=O)c2ccncc2)c2ccccc2c1=O	36.9%	3.4	11.1%	31.0%	-4.8%	u	-0.8%	-3.6%	u
NC(=O)c1cc2cc([N+](=O)[O-])ccc2oc1=O	39.2%[activator]	9.8	0.0%	-2.2%	2.8%	-5.3%	-8.0%	-21.0%	4.5%
COc1ccc2c(c1)-c1ccccc1S(=O)(=O)N2C	82.3%	-0.3	-1.6%	-22.1%	-11.7%	-9.0%	-2.8%	1.0%	6.2%[0.501 µM]
CSc1nc(-c2ccc(C)cc2)[nH]c1S(=O)(=O)c1ccccc1	4.6%	-11.9	u	16.5%	-29.9%	-32.7%	15.4%	1.4%	u
COc1ccc(C)cc1S(=O)(=O)N1CCC(C)CC1	12.1%	-0.2	-5.0%	34.9%	-7.4%	3.6%	0.3%	-9.3%	7.7%[59 µM]
COc1ccc2c(c1)C(c1ccc(C)o1)=NNC(c1cccnc1)=N2	-9.1%	2.5	7.2%	-6.3%	u	-35.4%	-20.5%	7.0%	x

The results go on.
SMILES	HP1b chromo inh	PI4K2A inh	12-LOX inh	RGS4 inhibitor	JMJD2A Tudor inh	BAZ2B inh	GLS inhibitor	ERG-DNA inh	G9a block
CC(=O)Nc1ccc(S(=O)(=O)N2CCC(C(=O)NCc3ccncc3)CC2)cc1	33.8%	-2.8	0.6%	38.2%	-6.9%	-11.7%	2.8%	-2.1%	-11.4%
CCS(=O)(=O)C1=NN2C(=N)/C(=C\c3ccc(OCCOc4cccc(OC)c4)c(OC)c3)C(=O)N=C2S1	5.3%	-7.1	u	-36.8%	56.2µM*	35.5µM*	15.9%	16.4%	56.2µM*
O=C(CCC(=O)N1CCN(S(=O)(=O)c2ccc3ccccc3c2)CC1)Nc1cc(Cl)cc(Cl)c1	65.1%[activator]	7.5	-17.2%	19.4%	-10.9%	-10.3%	-9.3%	-10.9%	2.4%
C#CCSc1nsc(SCC#C)c1C#N	u	-10.5	u	-31.3%	56.2µM*	-38.6%	-10.0%	x	-21.3%[12.7 µM]
CC(NC(=O)CN(c1ccc(Cl)cc1Cl)S(=O)(=O)c1ccccc1)c1ccccc1 (stereo unspecified)	23.1%	-5.8	u	-5.2%	-6.3%	-7.8%	0.5%	2.0%	2.6%[59 µM]
CC[C@H]1OC(=O)[C@H](C)[C@@H](O[C@H]2C[C@@](C)(OC)[C@@H](O)[C@H](C)O2)[C@H](C)[C@@H](O[C@@H]2O[C@H](C)C[C@H](N(C)C)[C@H]2O)[C@](C)(OC)C[C@@H](C)C(=O)[C@H](C)[C@@H](O)[C@]1(C)O	23.8%	3.7	17.7%	10.5%	-7.2%	-13.5%	3.5%	5.5%	-3.5%[59 µM]
Cc1cccc(OCC(=O)N/N=C\c2cc3c(cc2[N+](=O)[O-])OCO3)c1C	17.9%	1.8	21.6%	-38.2%	-23.3%	-2.5%	2.6%	-6.3%	-21.8%
Cc1onc(-c2ccccc2Cl)c1C(=O)Nc1nnc(-c2ccc(F)cc2)s1	29.1%	2.6	18.4%	11.2%	-19.0%	-20.1%	21.2%	2.5%	-41.6%
O=C(CCNc1ccc(Cl)c(C(F)(F)F)c1)c1ccco1	51.2%[activator]	13.1	-14.3%	-8.4%[11.4 µM]	-6.1%[11.4 µM]	3.3%	-0.9%	-2.4%	-22.1%[12.7 µM]
COC(=O)c1ccc(C(NC(=O)OCc2ccccc2)/C(C)=C/[C@@H](C)C(=O)NCc2ccc(OC)c(OC)c2)cc1 (stereo partly specified)	11.1%	1.9	x	-13.9%	-17.3%	-9.9%	-0.1%	-4.3%	4.5%
O=S(=O)(Nc1cccc(CCc2ccccn2)c1)c1ccc2ccccc2c1	24.9%	2.0	-12.0%	-11.6%	-16.0%	2.7%	-7.2%	-13.8%	-3.2%
CCC(=O)N1CCc2cc(Br)cc(S(=O)(=O)CCC(=O)NCc3ccccc3)c21	24.7%	-1.8	-2.5%	3.6%	-5.1%	2.0%	1.4%	8.4%	5.3%[59 µM]
Cc1cc(C(=O)COc2ccccc2C(N)=O)c(C)n1CC1CCCO1 (stereo unspecified)	-3.5%	3.6	6.7%	-13.6%	-22.6%	-27.2%	2.9%	18.1%	-29.7%
CCCCNC1C(CC)C(CCC)C(C#N)(C#N)C1(C#N)C#N (stereo unspecified)	50.4%[activator]	-12.0	x	-27.5%	7.5%	5.3%	-12.3%	6.0%	63.4%[activator][59 µM]
CCn1c(C(=O)N2CCc3ccccc3C2)cc2oc3ccccc3c21	-23.5%	-3.8	0.4%	-10.1%	u	50.1µM*	2.7%	-2.0%	u
COc1ccc(N2CCN(C(CNC(=O)OCc3ccccc3)c3ccco3)CC2)cc1 (stereo unspecified)	u	0.2	-13.0%	-14.3%	39.8µM*	39.8µM*	70.5%[activator]	-2.6%	25.1µM*
